Pin1 inh: blocks the human prolyl isomerase Pin1; Potency, µM (titrated, usually from 115 µM), inactives show at the top dose activity, negative = inhibition, usual class: inhibitors; Q13526; Pin1 FP peptide displacement, HiFluor488, 10 min; 0.009% of 390,000 active; active = well fitted inhibition curve with a large enough effect in the polarisation, with a control signal flat, not every such curve was filed as active; inconclusive = small, poorly fitted or top-dose-only effect, or effect the other way, or a change in a side signal; inactive = no such curve, though single readings can be large or run the other way; the % refers to the polarisation; also: potency is read from the fitted curve at half-maximal effect; % is scaled to controls: 0 for no effect and ±100 for the full control effect
Target sequence (Q13526 whole entry, looked up): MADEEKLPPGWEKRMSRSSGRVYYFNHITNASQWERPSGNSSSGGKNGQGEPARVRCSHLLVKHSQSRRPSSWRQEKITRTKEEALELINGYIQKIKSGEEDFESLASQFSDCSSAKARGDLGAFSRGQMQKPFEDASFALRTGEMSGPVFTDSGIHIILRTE
mIDH1 inhibitor: inhibitors of human mutant IDH1 R132H; Potency, µM (series often up to 76.6 µM), for inactives: top-dose activity change, negative = inhibition, actives largely listed as inhibitors; IDH1-R132H enzyme, NADPH consumption, diaphorase/resazurin fluorescence; O75874; 0.093% of 390,000 active; also: potency is read from the fitted curve at half-maximal effect; % is scaled to controls: 0 for no effect and ±100 for the full control effect; nearly all actives have a fitted effect of over 65% in size
Target sequence (O75874 whole entry R132H, stated change not applied): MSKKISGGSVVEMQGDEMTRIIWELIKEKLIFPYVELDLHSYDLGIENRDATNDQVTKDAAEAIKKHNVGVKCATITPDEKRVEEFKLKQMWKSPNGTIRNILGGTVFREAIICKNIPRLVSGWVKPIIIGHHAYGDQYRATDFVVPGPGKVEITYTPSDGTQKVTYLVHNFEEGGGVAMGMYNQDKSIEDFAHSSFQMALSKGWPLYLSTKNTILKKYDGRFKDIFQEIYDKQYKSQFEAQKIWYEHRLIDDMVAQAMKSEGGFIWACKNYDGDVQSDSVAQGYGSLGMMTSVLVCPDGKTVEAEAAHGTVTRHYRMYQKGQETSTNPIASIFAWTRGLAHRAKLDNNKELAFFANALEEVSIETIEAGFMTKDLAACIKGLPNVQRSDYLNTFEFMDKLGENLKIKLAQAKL
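IDH1-R132H (0.5 ug/mL dispensed) in pH 7.5 Tris buffer was preincubated 30 min with compound, then given a substrate mix of 0.016 mM NADPH and 2 mM alpha-KG for 80 min at room temperature; remaining NADPH was read by diaphorase/resazurin fluorescence.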
USP1 inh: USP1/UAF1 (human) deubiquitinase inhibition. AID 743255. recombinant USP1/UAF1, Ub-Rhodamine cleavage fluorescence. 0.23% of 390,000 active. O94782. Potency, µM (top dose mostly 57.1 µM), for inactives: at the highest dose activity change, negative = inhibition, most hits filed as inhibitors; also: potency is read from the fitted curve at half-maximal effect; % is scaled to controls: 0 for no effect and ±100 for the full control effect; nearly all actives have a fitted effect of over 60% in size; inactives centre near -12
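USP1/UAF1 complex at 1 nM was preincubated with compound for 15 min at room temperature, then Ub-Rho substrate (150nM final) was added. Fluorescence (480/540 nm) was read kinetically, 6 reads every 60 seconds.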
D2 ag: agonists of human D2 dopamine receptor | P14416 | HEK293 T-REx D2 cells, calcium flux agonist mode | activation, % at 2 µM | 0.53% of 340,000 active | AID 485358;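 active = activation over 3 SD above normal in the single-dose calcium agonist read, cut at about 30% in these data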; also: 0% is about no effect
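Agonism is scored from calcium flux in a force-coupled, inducible HEK293 cell line expressing D2, read kinetically for 180 s after compound addition against dopamine controls.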
TRHR ag: agonists of human TRH receptor; P34981; TRHR cells, calcium flux fluo-8, FDSS agonist mode; activation, % at 2 µM; 0.18% of 360,000 active; in the data active = activation above about 30%; also: 0% is about no effect
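Agonist-mode FDSS calcium read (Ex 480/Em 530, 1 s cycles) in 1536-well TRHR cells with fluo-8 dye, after 10-cycle baseline and 23 nL compound addition; TRH at EC20 (10 nM final) added afterwards for the enhancer phase.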
D2 antag: antagonists of human D2 dopamine receptor | P14416 | HEK293 TREx D2 cells, calcium flux, dopamine EC80 | inhibition, % at 10 µM | 2% of 340,000 active | AID 485344; in the data active = inhibition above about 30%; also: 0% is about no effect
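Read-out: kinetic calcium fluorescence (1 cycle/s) in inducible HEK293 T-REx D2 cells after an EC80 dopamine addition that followed 180 s compound preincubation. Loss of the dopamine response indicates antagonism.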
rTrxR1 inhibitor: rat TrxR1 inhibition | Potency, µM (doses to about 114 µM), for inactives: at the highest dose activity change, negative = inhibition, hits mostly inhibitors | 1% of 390,000 active | O89049 | recombinant rTrxR1, NADPH fluorescence consumption, selenite substrate; also: potency is read from the fitted curve at half-maximal effect; % is scaled to controls: 0 for no effect and ±100 for the full control effect; nearly all actives have a fitted effect of over 65% in size
Target sequence (O89049 whole entry, looked up): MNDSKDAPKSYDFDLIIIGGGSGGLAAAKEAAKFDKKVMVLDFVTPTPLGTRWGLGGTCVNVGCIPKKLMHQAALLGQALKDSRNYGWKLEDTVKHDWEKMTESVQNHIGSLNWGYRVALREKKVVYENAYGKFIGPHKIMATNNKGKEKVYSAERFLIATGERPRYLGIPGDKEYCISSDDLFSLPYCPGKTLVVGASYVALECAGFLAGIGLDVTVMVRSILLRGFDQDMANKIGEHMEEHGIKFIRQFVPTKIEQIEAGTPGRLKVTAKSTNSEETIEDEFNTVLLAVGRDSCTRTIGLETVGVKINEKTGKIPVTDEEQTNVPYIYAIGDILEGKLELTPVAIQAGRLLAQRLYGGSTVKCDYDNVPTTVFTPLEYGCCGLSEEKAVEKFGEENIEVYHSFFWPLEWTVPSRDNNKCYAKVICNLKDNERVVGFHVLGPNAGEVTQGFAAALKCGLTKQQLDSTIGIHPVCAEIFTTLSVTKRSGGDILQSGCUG
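Rat TrxR1 (90 nM in the dispensed reagent) was pre-reduced with 400 uM NADPH for 5 min at room temperature, then incubated with compound for 15 min. After 400 uM selenite was added, NADPH fluorescence (Ex 340/Em 450 nm) was followed for 8 min.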
TrxR1 substrate: substrates of rat thioredoxin reductase 1; Potency, µM (series often up to 114 µM), for the others: at the highest dose activity change, negative = substrate turnover; purified TrxR1 substrate turnover, NADPH consumption readout; 0.01% of 390,000 active; O89049; also: potency is read from the fitted curve at half-maximal effect; % is scaled to controls: 0 for no effect and ±100 for the full control effect; nearly all actives have a fitted effect of over 50% in size
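Rat TrxR1, dispensed at 90 nM, was prereduced with 400 uM NADPH (final) for 5 min at ~22 deg C, then incubated with compound 15 min before 400 uM selenite. A first-read NADPH fluorescence drop versus no-compound background flagged substrates.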
TRHR enhancer: allosteric enhancers of human TRH receptor; TRHR cells, fluo-8 calcium fluorescence, EC20 TRH enhancement; enhancement, % at 2 µM; 0.66% of 360,000 active; AID 493056; in the data active = enhancement above about 30%; also: 0% is about no effect
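TRHR-expressing cells loaded with fluo-8 calcium dye were read kinetically (ex 480/em 530) during compound addition, then stimulated with an EC20 of TRH (10 nM final). Enhancement of the Gq-mediated intracellular calcium response was scored.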
Numbers without * were called inactive; ? = inconclusive; . = no result given; & = joins results of further samples; [ ] = dose if it differs, or a comment. Unless noted, calls follow the shape of the dose curve; as a rule, active = well fitted inhibition curve with a large enough effect; inconclusive = small, poorly fitted or top-dose-only effect; inactive = no such curve, though single readings can be large or run the other way. Some of the compounds tested. The share of hits here may be higher or lower than overall.

SMILES | D2 antag | TRHR enhancer | D2 ag | USP1 inh | mIDH1 inhibitor | TRHR ag | Pin1 inh | TrxR1 substrate | rTrxR1 inhibitor
O=C1c2ccccc2C(=O)N1CCc1nc(-c2cccnc2)no1 | -10 | -10 | 0.4 | -4% | 0% | -0.2 | 3% | 8% | 22%
COc1ccc(C(=O)Nc2ccccc2C(=O)NC(Cc2ccc(O)cc2)C(=O)NNC(=O)c2ccc(C)cc2)cc1 (centres undefined) | -13 | -1 | -0.6 | -16% | -3% | 0.8 | 33%[activator] | 15% | -2%
CC(=O)Nc1ccc(OCC(O)CN2CCN(Cc3ccccc3)CC2)cc1 (centres undefined) | -4 | 5 | 0.5 | -1% | 1% | -0.3 | 4% | 8% | 13%[57.1 µM]
COc1ccc(CCNC(=O)CCCCCN2C(=O)c3ccccc3C2=O)cc1OC | -5 | -1 | -0.5 | -20% | 4% | -0.3 | -3% | 9%[57.1 µM] | 11%[57.1 µM]
CN(C(=O)COC(=O)c1c2c(nc3ccccc13)/C(=C/c1cccc([N+](=O)[O-])c1)CCC2)C1CCS(=O)(=O)C1 (centres undefined) | 2 | 3 | 0.5 | -8% | 4% | 0.9 | 19% | -9% | -11%
O=C(NCCCCc1ccccc1)c1ccc(Br)o1 | 6 | 25 | 0.1 | -2% | 3% | -0.4 | ? | 10% | 7%
CC(NC(=O)COC(=O)/C=C/c1ccc(Cl)cc1)c1ccccc1 (centres undefined) | 0 | 0 | 0.8 | -18% | -12% | -0.4 | -16% | -5%[57.1 µM] | 1%[57.1 µM]
O=C(COC(=O)CCC(=O)c1cccs1)NCc1cccs1 | 2 | -2 | 0.4 | -13% | 6% | -1.2 | -7% | 0% | 7%
CCc1nc(N2CCN(C(=O)CCl)CC2)c2c3c(sc2n1)CC(C)CC3 (centres undefined) | -3 | 6 | 0.5 | ? | ? | -0.1 | 1% | 5% | 22µM*
CC(=O)c1cc(-c2ccccc2)n(CCC(=O)NC2CCCCC2)c1C | 5 | 1&-1 | 0.5&-0.8 | -26%&-14% | -9%&0% | -0.8&-0.5 | 0%&3% | -7%[57.1 µM] | 3%[57.1 µM]
O=C(NCC(c1ccc2c(c1)OCO2)N1CCOCC1)c1ccc(F)cc1 (centres undefined) | . | -3 | . | -6% | 17% | 0.1 | -1% | 0%[57.1 µM] | 6%[57.1 µM]
O=[N+]([O-])c1ccc(Nc2cccc(F)c2)nc1 | -3 | -2 | -0.2 | -3% | 2% | 0.1 | ? | -14% | -14%
CCCn1nc(C(=O)OCC(=O)Nc2ncc(Cl)c(C)c2Cl)c2ccccc2c1=O | 3 | 5 | -0.8 | 4% | -7% | -1.5 | 0% | 5%[57.1 µM] | 2%[57.1 µM]
O=C(NN1C(=O)C2C3C=CC(O3)C2C1=O)c1cccc(Br)c1 (centres undefined) | 12 | -5 | -0.3 | -17% | 1% | -0.5 | 5% | 10%[57.1 µM] | -21%[57.1 µM]
COc1cccc(CNC(=O)C(=O)NCC(c2ccco2)S(=O)(=O)c2cccs2)c1 (centres undefined) | . | -1 | -0.4 | -14% | 12% | -0.3 | 7% | 3%[57.1 µM] | -31%[57.1 µM]
N#CC1(NC(=O)CSc2nc3ccccc3o2)CCCCC1 | . | . | . | 2% | -8% | . | -2% | 10%[57.1 µM] | 40%
O=C(Oc1ccc([N+](=O)[O-])cc1)C1CC(=O)N(c2ccc3c(c2)OCCO3)C1 (centres undefined) | . | . | . | 6% | -1% | . | 5% | -11% | -12%
Cc1ccc(C2OC34CCCCCC3C(C#N)(C(=N)O4)C2(C#N)C#N)cc1 (centres undefined) | 25 | 0 | -0.4 | -21% | 1% | 0.8 | ? | 43%[activator][57.1 µM] | 3%[57.1 µM]
COc1cc(CNCC(C)C)cc(Br)c1OCC(=O)Nc1ccccc1 | -19 | 0 | -0.1 | -16% | 5% | 1.2 | 3% | -2% | -3%
O=S(=O)(Nc1ccccc1F)c1ccc(Cl)nc1 | -1 | -2 | 0.2 | -16% | -2% | 0.1 | -5% | 1% | 24%
CCOC(=O)C(C)Sc1ccc2nnc(-c3ccc(F)cc3)n2n1 (centres undefined) | . | 0 | . | -15% | 0% | -0.3 | 0% | 18%&9% | ?
CCCCCCNc1nc(-c2ccc(OC)cc2)c(CCC(=O)O)s1 | 10 | 6 | -0.2 | -12% | 7% | -0.6 | -3% | -4% | -13%
CCOc1cc(/C=N/NC(=O)CNc2ccc(C)cc2)ccc1OC(=O)c1ccccc1 | . | -2 | . | -23% | 2% | 0.7 | -1% | 2% | 13%
CCCCN(Cc1ccco1)S(=O)(=O)c1csc(C(N)=O)c1 | 12 | 0 | -0.6 | -21% | -15% | -1.1 | -10% | 2% | -7%
Cc1ccc(NC(=O)CN(c2ccc(Cl)cc2)S(=O)(=O)c2cc([N+](=O)[O-])ccc2Cl)c(C)c1 | 21 | -6 | 1.2 | -18% | 5% | 0.2 | 1% | 0%[57.1 µM] | 13%[57.1 µM]
COc1ccccc1NC(=O)CCSc1ccc(C)cc1 | -8 | 1 | -0.8 | -2% | 2% | -0.5 | -1% | -4% | 16%
COc1ccc(-c2c(-c3cc(OC)cc(OC)c3)n(C)c3ccc(-c4cccc5[nH]ccc45)cc23)cc1 | 2 | 8 | -0.3 | 24% | -6% | 0.5 | 0% | 40%[activator][57.1 µM] | 11%[57.1 µM]
COc1ccc(CNC(=O)C(C)c2ccc([N+](=O)[O-])cc2)cc1 (centres undefined) | -2 | 0 | 0.0 | -8% | -7% | -0.2 | -3% | -2% | 1%
COc1ccc(CCNc2nc3ccccc3n3nnnc23)cc1OC | 5 | -1 | -0.6 | ? | -1% | 6.1 | ? | 0% | -1%
CCN(CC)C(=O)CSc1nc2ccccc2c(=O)n1CCC(=O)NCc1ccc(F)cc1 | . | 4 | . | -23% | 5% | -0.7 | -3% | 9% | 14%

Look-ups from above:
`COc1ccc(CCNC(=O)CCCCCN2C(=O)c3ccccc3C2=O)cc1OC` – TRHR ag: -0.3
`CCCn1nc(C(=O)OCC(=O)Nc2ncc(Cl)c(C)c2Cl)c2ccccc2c1=O` – D2 antag: 3
`CCCCCCNc1nc(-c2ccc(OC)cc2)c(CCC(=O)O)s1` – TRHR ag: -0.6
`CN(C(=O)COC(=O)c1c2c(nc3ccccc13)/C(=C/c1cccc([N+](=O)[O-])c1)CCC2)C1CCS(=O)(=O)C1` (centres undefined) – TRHR ag: 0.9

Other results
SMILES | D2 antag | TRHR enhancer | D2 ag | USP1 inh | mIDH1 inhibitor | TRHR ag | Pin1 inh | TrxR1 substrate | rTrxR1 inhibitor
Cc1ccc(NS(=O)(=O)c2cccc(C(=O)Nc3cc(C)on3)c2)cc1 | 9 | -1 | 2.0 | -7% | -2% | 0.0 | -4% | -9% | 7%
O=C1CCSc2ccc(Cl)cc2N1Cc1ccccc1 | 5 | -16 | -0.4 | -10% | 2% | -2.1 | -9% | -8% | -7%
CCc1ccc(C2NC(=S)NC3=C2C(=O)N(c2ccccc2OC)C(c2ccc(CC)cc2)N3)cc1 (centres undefined) | 7 | 5 | 0.1 | -13% | -19% | 0.7 | ? | -4% | -1%
COC(=O)CN1C(=O)c2cccc3cccc1c23 | 4 | -6 | 0.4 | -11% | -5% | 0.0 | 17% | 1% | -4%
CSc1nccc(Oc2ccc(C#N)cc2)n1 | 8 | -4 | 0.2 | -9% | 7% | -0.2 | -1% | -1% | 21%
Cn1cc(Cl)c(C(=O)NC(=S)Nc2sc3c(c2C#N)CCCCC3)n1 | . | -2 | . | 11% | -11% | 0.6 | 3% | 5%[57.1 µM] | ?
Cc1ccc(-n2cnc3cc(C(=O)NCCC4=CCCCC4)ccc32)c(C)c1 | . | 3 | 2.1 | -26% | -14% | 0.0 | 15% | -6%[57.1 µM] | 14%[57.1 µM]
CCC(C)NC(=O)C1=CCN(S(=O)(=O)c2ccc(C)cc2)CC1 (centres undefined) | -3 | -3 | -0.1 | -21% | 2% | -0.1 | -5% | 7%[57.1 µM] | 20%[57.1 µM]
O=C(CN1C(=O)C2C3C=CC(C4CC34)C2C1=O)NCc1ccco1 (centres undefined) | 7 | -6 | 0.5 | -9% | 5% | 0.1 | -2% | -4%[57.1 µM] | -9%[57.1 µM]
COC(=O)c1cccn(CC(=O)c2ccc(Cl)cc2Cl)c1=O | 8 | -3 | 7.8 | ? | -1% | -0.8 | -5% | 6% | 18%
Cc1nc(N2CCOCC2)nc2c1CCC2 | -6 | -4 | -1.1 | -11% | -15% | -0.4 | 0% | 30%[activator] | 32%
O=C(CSc1ncc2c(n1)-c1cc(Cl)ccc1N(Cc1ccccc1)S2(=O)=O)NCc1ccccc1 | . | -5 | . | -6% | ? | 0.2 | 65%[activator] | 11%[57.1 µM] | 14%[57.1 µM]

Ordered by number of heavy atoms (high to low): three of the compounds above
SMILES | D2 antag | TRHR enhancer | D2 ag | USP1 inh | mIDH1 inhibitor | TRHR ag | Pin1 inh | TrxR1 substrate | rTrxR1 inhibitor
CCc1ccc(C2NC(=S)NC3=C2C(=O)N(c2ccccc2OC)C(c2ccc(CC)cc2)N3)cc1 (centres undefined) | 7 | 5 | 0.1 | -13% | -19% | 0.7 | ? | -4% | -1%
CCC(C)NC(=O)C1=CCN(S(=O)(=O)c2ccc(C)cc2)CC1 (centres undefined) | -3 | -3 | -0.1 | -21% | 2% | -0.1 | -5% | 7%[57.1 µM] | 20%[57.1 µM]
COC(=O)CN1C(=O)c2cccc3cccc1c23 | 4 | -6 | 0.4 | -11% | -5% | 0.0 | 17% | 1% | -4%

Part of the list above in a different format:
> Cc1ccc(NS(=O)(=O)c2cccc(C(=O)Nc3cc(C)on3)c2)cc1
- D2 antag: 9
- TRHR enhancer: -1
- D2 ag: 2.0
- USP1 inh: -7%
- mIDH1 inhibitor: -2%
- TRHR ag: 0.0
- Pin1 inh: -4%
- TrxR1 substrate: -9%
- rTrxR1 inhibitor: 7%

> O=C1CCSc2ccc(Cl)cc2N1Cc1ccccc1
- D2 antag: 5
- TRHR enhancer: -16
- D2 ag: -0.4
- USP1 inh: -10%
- mIDH1 inhibitor: 2%
- TRHR ag: -2.1
- Pin1 inh: -9%
- TrxR1 substrate: -8%
- rTrxR1 inhibitor: -7%
